Compound activity (PubChem)
Tb PGK inh – T. brucei PGK inhibition | P07378 | PGK/GAPDH coupled, Kinase-Glo luminescence, 60 min | Potency, µM (doses to about 57.5 µM), for inactives: top-dose activity change, negative = inhibition, usual class: inhibitors | hit rate 0.043% among 380,000 | AID 602233; note: potency is the fitted concentration of half-maximal effect; % is set by controls: 0 for no effect and ±100 for the full control effect; nearly all actives have a fitted effect of over 60% in size
Target sequence (P07378 whole entry, looked up): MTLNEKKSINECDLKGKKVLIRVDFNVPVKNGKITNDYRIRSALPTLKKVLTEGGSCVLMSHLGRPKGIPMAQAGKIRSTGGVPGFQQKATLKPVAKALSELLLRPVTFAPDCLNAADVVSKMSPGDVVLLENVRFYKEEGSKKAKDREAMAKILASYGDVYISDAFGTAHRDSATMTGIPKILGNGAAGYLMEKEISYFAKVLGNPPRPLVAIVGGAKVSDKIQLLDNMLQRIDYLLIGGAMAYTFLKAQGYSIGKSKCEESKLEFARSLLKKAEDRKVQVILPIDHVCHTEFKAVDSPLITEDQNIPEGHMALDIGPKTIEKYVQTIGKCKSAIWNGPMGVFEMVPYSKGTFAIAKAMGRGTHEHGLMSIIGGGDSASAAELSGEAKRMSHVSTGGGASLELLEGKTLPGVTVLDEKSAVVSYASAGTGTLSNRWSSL
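Recombinant glycosomal PGK reaction used 1,3-bisphosphoglycerate generated in-well by GAPDH (100nM final) in 100mM TEA pH 7.6, 5mM MgCl2, 0.01% Tween-20. After 60 minutes at room temperature, ATP was read by Kinase-Glo Plus luminescence end-point.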
PI4K2A block – blocks human PI4K2A kinase activity | purified PI4K2A, ADP-Glo luminescence, 1 h; stronger effect = lower value | AID 1346378 | activity change, negative = inhibition, % at 76.9 µM | hit rate 0.13% among 420,000; in the data active = activity change below about -50%; inconclusive = mostly about -30% to -49%;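 note: -100% = wells without enzyme as full effect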
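PI4K2A activity was measured by ADP-Glo luminescence: enzyme (4 ug/mL stock) and phosphatidylinositol (1.2 mM stock) in Tris pH 7.5/MgCl2/EGTA/Triton X-100 buffer were reacted with ATP (300 microM stock) for one hour at ambient temperature.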
HP1b binding inh – inhibitors of HP1-beta chromodomain binding to methylated histone tails; AlphaScreen HP1-beta / biotin-H3K9me3 peptide binding; P83916; Potency, µM (doses to about 114 µM), without a hit: at the highest dose activity change, negative = inhibition, actives largely listed as inhibitors; hit rate 0.56% among 390,000; AID 540317; note: potency is the fitted concentration of half-maximal effect; nearly all actives have a fitted effect of over 70% in size; inactives centre near 23
Target sequence (P83916 whole entry, looked up): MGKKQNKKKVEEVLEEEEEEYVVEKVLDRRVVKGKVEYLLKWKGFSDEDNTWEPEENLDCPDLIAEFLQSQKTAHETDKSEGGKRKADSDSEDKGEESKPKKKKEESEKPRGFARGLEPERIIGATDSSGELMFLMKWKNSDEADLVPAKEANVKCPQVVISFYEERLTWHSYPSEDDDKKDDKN
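AlphaScreen: HP1-beta (50 nM) preformed 30 min with biotin-H3(1-18)K9me3 peptide (50 nM) in PBS pH 7.4, 0.01% Tween-20. Compound added for 30 min at RT, then streptavidin donor/nickel chelate acceptor beads (10 ug/mL) for 30 min.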
BAZ2B inh – blocks human BAZ2B; Potency, µM (highest dose often 114 µM), for inactives: at the top dose activity change, negative = inhibition, hits mostly inhibitors; AlphaScreen BAZ2B-H3K14Ac peptide displacement; hit rate 4.4% among 360,000; note: potency is the fitted concentration of half-maximal effect; % is set by controls: 0 for no effect and ±100 for the full control effect; nearly all actives have a fitted effect of over 60% in size
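AlphaScreen displacement of biotin-H3(5-23)K14Ac peptide (50 nM final) from BAZ2B (50 nM final) in PBS pH 7.4, 0.01% Tween-20; complex preformed 30 min RT, then compounds (top 110 uM) 30 min RT, beads 20 min dark.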
JMJD2A Tudor – blocks the human JMJD2A Tudor domain. O75164. AlphaScreen JMJD2A-Tudor / H3K4me3 peptide binding. Potency, µM (doses to about 114 µM), for the others: at the highest dose activity change, negative = inhibition, actives largely listed as inhibitors. hit rate 4.4% among 390,000. AID 504339; note: potency is the fitted concentration of half-maximal effect; % is set by controls: 0 for no effect and ±100 for the full control effect; nearly all actives have a fitted effect of over 50% in size
POLH inh – blocks human DNA polymerase eta activity; Q9Y253; hit rate 1.2% among 390,000; recombinant Pol eta, fluorescent DNA replication assay; Potency, µM (series often up to 114 µM), for the others: at the highest dose activity change, negative = inhibition, usual class: inhibitors; AID 588591; note: potency is the fitted concentration of half-maximal effect; % is set by controls: 0 for no effect and ±100 for the full control effect
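Pol eta (10 nM) was preincubated with compounds for 15 min at room temperature, after which fluorescent replication substrate (50 nM final) was added to start the reaction. Fluorescence was read kinetically at 0 and 10 min.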
Pin1 inhibitor – inhibitors of human Pin1 | Pin1 FP peptide displacement, HiFluor488, 10 min | Potency, µM (series often up to 115 µM), without a hit: at the top dose activity, negative = inhibition, hits mostly inhibitors | hit rate 0.009% among 390,000 | AID 504891; active = well fitted inhibition curve with a large enough effect in the polarisation, with a control signal flat, not every such curve was filed as active; inconclusive = small, poorly fitted or top-dose-only effect, or effect the other way, or a change in a side signal; inactive = no such curve, though single readings can be large or run the other way; the % refers to the polarisation; note: potency is the fitted concentration of half-maximal effect; % is set by controls: 0 for no effect and ±100 for the full control effect
Target sequence (Q13526 whole entry, looked up): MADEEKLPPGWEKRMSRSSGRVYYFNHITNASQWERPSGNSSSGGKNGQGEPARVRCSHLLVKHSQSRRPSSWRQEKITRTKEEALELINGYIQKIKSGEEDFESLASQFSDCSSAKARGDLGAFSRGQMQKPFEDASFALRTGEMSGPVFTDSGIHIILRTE
GLS inh – blocks human kidney-isoform glutaminase activity; hit rate 0.21% among 410,000; Potency, µM (highest dose often 45.5 µM), for inactives: at the top dose activity change, negative = inhibition, hits mostly inhibitors; GLS enzymatic activity, qHTS titration; note: potency is the fitted concentration of half-maximal effect; % is set by controls: 0 for no effect and ±100 for the full control effect
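Assay buffer: 45 mM KH2PO4 pH 8.2, 0.02% Tween-20. hKGA acts on L-glutamine (1 mM solution added); product glutamate is reported by an oxidase/peroxidase Amplex Red coupling, with fluorescence taken at baseline and 30 min.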
G9a inh – blocks human histone lysine methyltransferase G9a | G9a H3K9 monomethylation, AlphaScreen, 2 h | Q96KQ7 | Potency, µM (doses to about 102 µM), without a hit: top-dose activity, negative = inhibition, actives largely listed as inhibitors | hit rate 8.8% among 350,000; note: potency is the fitted concentration of half-maximal effect; % is set by controls: 0 for no effect and ±100 for the full control effect; nearly all actives have a fitted effect of over 75% in size
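G9a (20 nM) was preincubated 15 min with compound, then reacted 2 h at room temperature with 500 nM biotin-H3K9 peptide and 20 µM SAM. Monomethyl-H3K9 detected by AlphaScreen using anti-H3K9me1 antibody.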
An asterisk follows results filed as active; i = inactive; ? = inconclusive; / = not tested or not shown; & = joins results of further samples; [ ] = dose if it differs, or a comment. Unless noted, calls come from the whole dose curve; as a rule, active = well fitted curve in the direction sought with a large enough effect; inconclusive = small, poorly fitted or top-dose-only effect, or another doubt; inactive = no such curve, though single readings can be large; an effect the other way counts as inactive or inconclusive. A portion of the library; count on the stated rates, not on these rows.

canonical_smiles	Tb PGK inh	PI4K2A block	HP1b binding inh	BAZ2B inh	JMJD2A Tudor	POLH inh	Pin1 inhibitor	GLS inh	G9a inh
CC1CC(C)CN(C(=O)CCC(=O)Nc2nnc(C(C)C)s2)C1 (centres undefined)	7%	1	35%	-2%	-11%	-3%	0%	-2%	-8%
O=C(NC(=S)NC1CCCCC1)c1ccc(Cl)cc1	-9%	-3	6%	-16%	?	-15%	11%	3%	/
O=C(c1cnsn1)N1CCC(CO)(Cc2ccc(Cl)cc2)CC1	i	1	15%	0%	-11%	-11%	-3%	8%	-7%
Cc1cccc(OCC(=O)N/N=C/c2cn[nH]c2-c2ccc(Cl)c(Cl)c2)c1	i	-1	39%	4%	-5%	-8%	2%	2%	-8%[59 µM]
CCOC(=O)c1cc(NC(=O)Nc2ccccn2)c(C)nc1C	2%	0	12%	/	-8%	7%	-6%	2%	-28%
NC(=O)Cc1ccc(C(=O)c2ccccc2)s1	i	2	0%	-9%	-7%	-7%	3%	8%	0%
CCn1c2ccccc2c2cc(NC(=O)COc3ccc(OC)cc3)ccc21	-2%	7	14%	-26%	-22%	-17%	36%[activator]	-3%	-5%
CCOC(=O)Cn1cc(-c2ccccc2)nn1	-1%	-5	15%	3%	-9%	-9%	-8%	2%	-5%[59 µM]
O=C(N/N=C/C=C/c1ccco1)c1ccncc1	4%	-12	?	8%	79µM*	-2%	4%	10%	/
Cn1c(=O)[nH]c(=O)c2c1nc(N1CCCCC1)n2CCCSc1nnnn1-c1ccccc1	3%	1	23%	-39%	-14%	-8%	1%	1%	-47%[59 µM]
CCCCN(C(=O)c1ccc2c(c1)OCCO2)c1c(N)n(CC(C)C)c(=O)[nH]c1=O	-1%	1	38%	-4%	0%	-8%	-11%	0%	45µM*
C=CCNC(=S)N/N=C/c1ccc(C(F)(F)F)cc1	-9%	-2	38%	1%	8%	-8%	-3%	2%	31%
C[C@@]12C(=O)Nc3ccc(Cl)cc3C(=O)N1[C@H]1c3ccccc3OC[C@@H]1[C@@H]2c1ccccc1	-3%	-6	-13%	-13%	?	-14%	22%	-3%	-8%[2.33 µM]
CC1(C)CC(NC(=O)c2ccc(Cl)cc2Cl)CC(C)(C)N1	-8%	-7	25%	-5%	-14%	-16%	-1%	-10%	-4%
Cc1ccc(-n2c(SCC(N)=O)nc3c([nH]c4ccccc43)c2=O)cc1	-3%	-3&-7	28%	-4%&6%	-9%&5%	-2%&-13%	0%&2%	1%&2%	-5%
O=C1NC[C@H](Cc2ccccc2)N(CC2CCCCC2)C1=O	1%	-1	33%	4%	-8%	-11%	2%	3%	10%[12.7 µM]
O=C(Nc1nccs1)C1(S(=O)(=O)c2ccc(Cl)cc2)CC1	-6%	4	14%	-1%	-23%	-4%	4%	-5%	-5%
O=C(NC1CCCCC1)C(c1cccnc1)N(CCc1ccccc1)C(=O)Cc1cccs1 (centres undefined)	-4%	-4	?	-5%	-30%[57.1 µM]	-16%	-7%	8%	4%[59 µM]
CC(C)NC(=O)[C@@H]1C[C@@]1(C)[C@@H](NC(=O)OCc1ccccc1)c1ccccc1	-7%	-6	23%	12%	-21%	5%	9%	0%	-22%
COc1cccc(NC(=O)CNC(=O)c2ccccc2)c1	-1%	-5	12%	1%	-4%	-9%	-1%	4%	14%[59 µM]
Cc1cccc(N2C(=O)CC(Sc3ccccc3C(=O)O)C2=O)c1 (centres undefined)	-1%	-4	38%	-3%	45µM*	-8%	-10%	9%	?
COc1ccc(CCNC(=O)CN2CCCc3ccccc32)cc1OC	-8%	1	13%	-45%	-24%	-7%	?	34%[activator]	56µM*
CCN1CC(=O)Nc2cc(S(=O)(=O)N3CCOCC3)ccc21	i	0	14%	5%	-7%	-13%	?	-1%	?
O=C(Cn1c(=O)n(Cc2nc(-c3ccccc3)no2)c(=O)c2cc3c(cc21)OCO3)Nc1cccc(C(F)(F)F)c1	-10%	-1	24%	-12%	-9%	-22%	12%	2%	-15%[59 µM]

Compound profiles (already shown). Screens in order: Tb PGK inh	PI4K2A block	HP1b binding inh	BAZ2B inh	JMJD2A Tudor	POLH inh	Pin1 inhibitor	GLS inh	G9a inh
Entry for CC(C)NC(=O)[C@@H]1C[C@@]1(C)[C@@H](NC(=O)OCc1ccccc1)c1ccccc1 → -7%	-6	23%	12%	-21%	5%	9%	0%	-22%
Entry for CCOC(=O)Cn1cc(-c2ccccc2)nn1 → -1%	-5	15%	3%	-9%	-9%	-8%	2%	-5%[59 µM]

Next part:
canonical_smiles	Tb PGK inh	PI4K2A block	HP1b binding inh	BAZ2B inh	JMJD2A Tudor	POLH inh	Pin1 inhibitor	GLS inh	G9a inh
C/C(CC(=O)Nc1cccc2c1CCCC2)=N\NC(=O)c1ccccc1N	i	4	6%	13%	-21%	6%	-6%	14%	10%[2.33 µM]
CCOC(=O)N1CCc2c(sc3c2c(=O)n(Cc2ccccc2)c(=O)n3Cc2ccccc2F)C1	-5%	1	16%	-16%	-30%	-19%	14%	2%	-4%
N#CCC(=O)N/N=C/c1c2ccccc2cc2ccccc12	-8%	-2	33%	-12%	-23%	-12%	?	3%	-7%
Cc1ccc(CNC(=O)c2ccc(N3CCC4(CC3)CC(c3cccc(Br)c3)=NO4)c(NC(=O)c3ccc(Cl)c([N+](=O)[O-])c3)c2)cc1	-8%	6	21%	/	-27%	-14%	33%[activator]	1%	/
Cc1nc(SCC(=O)OCc2ccccc2)c(C#N)c(-c2ccccc2)c1C(=O)Nc1ccccc1	-4%	-8	21%	7%	-20%	-15%	60%[activator]	-6%	?
Cc1cccc(CNS(=O)(=O)c2ccc(-c3coc(C)n3)cc2)c1	-18%	8	7%[57 µM]	-7%	-19%	-6%	-8%	-14%	1%[59 µM]
Fc1ccccc1N1CCN(Cc2cccnc2)CC1	i	4	?	56µM*	1.6µM*	-20%	-7%	4%	28µM*
Cn1ncc(Cl)c1C(=O)N1CCN(C23CC4CC(CC(C4)C2)C3)CC1	i	-10	4%	-8%	89µM*	-24%	-5%	0%	/
CC1=C(CC(=O)c2ccccc2)C(=O)c2ccccc2C1=O	i	2	?	22µM*	35µM*	-18%	0%	8%	32µM*
N/C(=N\c1nc2ccccc2o1)NC(=O)/C=C/c1ccccc1	2%	4	4%	4%	-14%	-6%	-1%	1%	/
Cc1ccc(/C=N/NC(=O)c2cccnc2)o1	i	-2	39%	-18%	-16%	-7%	1%	-4%	-4%
CCOc1ccc(S(=O)(=O)N2CCC(C(=O)NC3CCCCC3)CC2)cc1	-4%	0	36%	1%	-2%	-11%	8%	0%	?
CCCCCOC(=O)Nc1nnc(CCC)s1	-1%	1	11%	-18%	-15%	6%	3%	37%	10%[59 µM]
CCc1nnc(NC(=O)c2cc(-c3ccncc3)nc3ccccc23)s1	2%	3	53%[activator]	-23%	-21%	6%	1%	-11%	?
COc1ccccc1N(CC(=O)N1CCC(C(N)=O)CC1)S(=O)(=O)c1ccccc1	?	0	-14%	9%	-22%	-98%	-16%	6%	23%
COc1cc(C)c(S(=O)(=O)NCCCn2ccnc2)cc1C	7%	-1	54%[activator]	?	-8%	-8%	-7%	-3%	-20%
O=C(NC1CCCCC1)C(c1ccncc1)N(C(=O)c1csnn1)c1cccc(F)c1 (centres undefined)	-6%	2	28%	-5%	5%	-12%	3%	0%	-6%
Cc1nc(N2CCN(C(=O)c3cnccn3)CC2)c2c3c(sc2n1)CC(C(C)(C)C)CC3 (centres undefined)	6%	3	6%	6%	-12%	0%	1%	-1%	12%
CCOC(=O)c1cc(-c2ccc(OC)cc2)nn1-c1ccc(C(=O)O)cc1	-1%	1	49%[activator]	-15%	-9%	-6%	0%	-6%	?
Cc1noc(C)c1S(=O)(=O)Nc1ccc2c(c1)C(=O)N([C@H](C)CO)C[C@H](C)[C@@H](CN(C)C(=O)NC(C)C)O2	5%	0	40%[activator]	/	-14%	-3%	-1%	5%	/
O=C(O)CCNc1nc(C(F)(F)F)nc2ccccc12	-2%	2	-5%	-19%	-16%	-4%	?	-2%	-27%
Cc1cc(C)c(NC(=O)Cn2c(=O)n(Cc3ccco3)c(=O)c3ccccc32)c(C)c1	2%	-5	10%	7%	-14%	-11%	1%	19%	10%[59 µM]
CCN1CCN(C(=O)CCc2nnc(CCc3ccc(OC)cc3)o2)[C@@H](C)C1=O	-1%	4	11%	1%	-17%	-13%	1%	5%	2%
O=C(CSc1ccc(F)cc1)N1CCN(S(=O)(=O)c2ccccc2)CC1	i	0	32%	-35%	-3%	-4%	-2%	1%	-5%
Cc1ccc(CNc2ccc(CNc3ncn[nH]3)cc2)cc1	i	0	-7%	?	?	3%	5%	11%	?
Cc1scc(-c2n[nH]c(=S)n2Cc2ccccc2)c1C	7%	0	21%	-31%	-5%	-19%	5%	17%	1.6µM*
Cc1nn(Cc2c(F)c(F)c(F)c(F)c2F)c(C)c1NC(=O)c1c([N+](=O)[O-])cnn1C	-10%	-2	12%	-6%	-15%	4%	8%	-13%	28%[12.7 µM]
Cc1c(C(=O)NNC(=S)Nc2ccc(S(N)(=O)=O)cc2)oc2ccccc12	-9%	0	-10%	-38%	?	-17%	-10%	18%	11µM*
CS/C(N)=N/C(=S)Nc1cccc(Cl)c1	-11%	-24	2%	?	-32%	-7%	-3%	11%	/
COc1ccc(/C=N/NC(=O)CCC(=O)Nc2ccc(Br)cc2)c(OC)c1	-5%	7	28%	-21%	-17%	2%	11%	-5%	14%
